Source: PubChem BioAssay
DDE Tn7 FP inh = inhibitors of Tn7 peptide binding to fibrin DD(E), primary screen, biochemical, fluorescence polarization, human fibrin, Tn7 probe. Fibrinogen beta chain (Homo sapiens), P02675. FP displacement of FITC-Tn7 peptide from fibrin DD(E); 0% = median of compound wells per plate. inhibition, % at 8.3 µM. hit rate 0.13% among 370,000. AID 720508, 2013;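 active means inhibition above the mean of compounds falling within the control limits plus 3 SD of them, cut at about 14% in these data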;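 further: 0% = plate median of compound wells and 100% = 10 µM Aha-Tn7 peptide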
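Assay system: Human clot-derived fibrin DD(E) complex | Buffer or medium: Tris/NaCl/CaCl2 buffer, pH 7.8 | Repeats: One replicate per compound | Benchmarks: Aha-Tn7 high control | Measure: % inhibition scaled between sample-field median and high-control FP | Schedule: 10 min plus 3 h, room temperature | Signal: Fluorescence polarization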
PLCg1 inh = PLC-gamma1 enzyme inhibitors, primary screen, biochemical, fluorescence, purified enzyme; 1-phosphatidylinositol 4,5-bisphosphate phosphodiesterase gamma-1 (Homo sapiens), P19174; fluorogenic substrate; inhibition, % at 12.2 µM; hit rate 0.84% among 370,000; AID 720700, 2013; in the data active means inhibition above about 9.5%
ARFGAP1 inhibitor = inhibitors of rat ARFGAP1 GAP activity, primary screen, biochemical, fluorescence polarization, GDP tracer; ADP-ribosylation factor GTPase-activating protein 1 (Rattus norvegicus), Q62848; Arfgap1-stimulated ARF1 GTP hydrolysis, GDP FP detection; inhibition, % at 16.5 µM; hit rate 0.26% among 360,000; AID 651572, 2012;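 active means inhibition above a per-plate limit, mean inhibition of low control wells plus 3 SD, cut at about 25% in these data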;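 further: 0% = DMSO wells with enzyme and 100% = wells lacking Arfgap1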
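material = rat Arfgap1 catalytic domain, aa 1-136 | also added = human ARF1(Δ1-17)-GTP substrate | compound dosing = one concentration, 16.5 µM, DMSO 1.26% | times = GTP hydrolysis reaction 2 h at 25 °C | measured by = FP, GDP Alexa 633 tracer displaced from anti-GDP antibody, 620/688 nm | evaluation = percent inhibition of Arfgap1-stimulated GTP hydrolysis | replication = single well per compound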
LEDGF integ inh = blockers of LEDGF/p75-dependent integrase strand transfer – biochemical, TR-FRET, high throughput, primary screen; inhibition, % at 3.7 µM; hit rate 0.64% among 370,000; AID 743269, 2014; TR-FRET IN-LEDGF/p75 DNA integration, Eu/Cy5;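 active means inhibition above the screen-wide mean plus 3 SD, cut at about 13% in these data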;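 further: signal is the Cy5 over europium emission ratio at 671 and 618 nm; 0% = plate median of compound wells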
Tn6 DDE FP = inhibitors of Tn6 peptide binding to fibrin DD(E), primary screen, biochemical, fluorescence polarization, human fibrin, Tn6 probe | Fibrin DD(E) TRITC-Tn6 fluorescence polarization displacement | hit rate 0.21% among 370,000 | inhibition, % at 8.3 µM | Fibrinogen beta chain (Homo sapiens), P02675;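 active means inhibition above a per-campaign cutoff: mean of compounds within control limits plus 3 SD, cut at about 15% in these data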;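 further: 0% = median of all compound wells on the plate and 100% = blocking peptide control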
KLK7 zymogen act = proKLK7 zymogen activators, primary screen, biochemical, fluorescence intensity | purified proKLK7, EDANS-DABCYL substrate fluorescence; 100% is mature enzyme control, 0% vehicle | AID 652039, 2013 | activation, % at 7 µM | hit rate 0.9% among 370,000 | Kallikrein-7 (Homo sapiens), P49862;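 active means activation above the mean of all tested compounds plus 3 SD, computed per campaign excluding outliers beyond control limits, cut at about 13% in these data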
ADAM17 inh = ADAM17 inhibitors, primary screen, biochemical, QFRET; hit rate 0.83% among 370,000; Disintegrin and metalloproteinase domain-containing protein 17 (Homo sapiens), P78536; inhibition, % at 6.95 µM; AID 720648, 2013; recombinant ADAM17, EDANS/DABCYL FRET peptide cleavage;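 active means inhibition above the mean of compounds lying between control limits plus 3 SD, set per campaign, cut at about 8.5% in these data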;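 further: 0% = DMSO-only wells as the low control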
Target sequence (P78536 215-824 limits assumed): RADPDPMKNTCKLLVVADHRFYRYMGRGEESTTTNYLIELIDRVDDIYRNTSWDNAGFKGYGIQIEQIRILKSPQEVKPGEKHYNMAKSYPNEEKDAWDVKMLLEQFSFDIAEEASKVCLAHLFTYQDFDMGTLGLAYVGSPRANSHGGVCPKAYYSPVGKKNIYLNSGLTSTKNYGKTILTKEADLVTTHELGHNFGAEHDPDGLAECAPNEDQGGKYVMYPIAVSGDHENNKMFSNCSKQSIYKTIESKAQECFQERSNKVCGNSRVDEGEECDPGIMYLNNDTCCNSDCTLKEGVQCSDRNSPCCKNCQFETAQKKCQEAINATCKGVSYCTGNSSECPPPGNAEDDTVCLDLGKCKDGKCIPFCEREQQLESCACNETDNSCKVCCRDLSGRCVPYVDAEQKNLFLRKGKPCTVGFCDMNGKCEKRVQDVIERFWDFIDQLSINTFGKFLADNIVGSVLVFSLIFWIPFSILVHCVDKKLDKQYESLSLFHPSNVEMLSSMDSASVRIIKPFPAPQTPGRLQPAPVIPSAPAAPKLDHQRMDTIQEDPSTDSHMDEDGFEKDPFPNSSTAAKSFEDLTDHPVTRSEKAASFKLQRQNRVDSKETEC
ASAP1 inh = inhibitors of human ASAP1 ArfGAP activity, primary screen, biochemical, fluorescence polarization; ASAP1-stimulated ARF1 GTP hydrolysis, GDP FP detection; inhibition, % at 16.5 µM; AID 624377, 2012; hit rate 0.19% among 360,000; Arf-GAP with SH3 domain, ANK repeat and PH domain-containing protein 1 (Homo sapiens), …; in the data active means inhibition above about 25%;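 further: 0% = vehicle with enzyme and substrate and 100% = no enzyme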
ADAM10 inh = human ADAM10 inhibitors, primary screen, biochemical, QFRET, HTS; hit rate 0.62% among 370,000; Disintegrin and metalloproteinase domain-containing protein 10 (Homo sapiens), O14672; recombinant ADAM10, EDANS/DABCYL FRET peptide cleavage, 3 h; inhibition, % at 7 µM; AID 720582, 2013;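 active means inhibition above a per-campaign cutoff equal to the mean of compounds falling between control-based bounds plus 3 SD, cut at about 20% in these data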;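 further: 0% = DMSO wells while the 100% control is not disclosed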
TDP2 inh = human TDP2 enzyme inhibitors, primary screen, biochemical, epi absorbance, recombinant enzyme | Tyrosyl-DNA phosphodiesterase 2 (Homo sapiens), O95551 | T5PNP hydrolysis, p-nitrophenol absorbance 415 nm | inhibition, % at 12.8 µM | hit rate 0.34% among 370,000 | AID 720702, 2013;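 active means inhibition above the mean of all tested compounds plus 3 SD, set per campaign, cut at about 25% in these data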;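 further: 0% = DMSO with enzyme and 100% = buffer with substrate but no TDP2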
Target sequence (O95551 whole entry, looked up): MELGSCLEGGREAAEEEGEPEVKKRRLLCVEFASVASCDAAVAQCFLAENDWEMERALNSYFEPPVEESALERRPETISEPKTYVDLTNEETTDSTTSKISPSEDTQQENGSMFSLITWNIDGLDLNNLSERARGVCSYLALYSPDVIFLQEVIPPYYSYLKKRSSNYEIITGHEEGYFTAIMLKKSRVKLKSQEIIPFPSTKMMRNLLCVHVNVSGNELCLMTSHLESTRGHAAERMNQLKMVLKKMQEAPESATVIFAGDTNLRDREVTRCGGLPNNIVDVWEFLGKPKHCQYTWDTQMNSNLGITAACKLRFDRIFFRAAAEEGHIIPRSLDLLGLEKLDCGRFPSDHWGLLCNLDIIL
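Test system: Human TDP2 enzyme | Reagent: 5 mM T5PNP | Compound dosing: 12.8 µM single point, 1% DMSO | Incubation: Enzyme reaction with compound for 2 h at 37 °C | Technique: p-Nitrophenol epi absorbance | Read-out: % inhibition relative to enzyme-containing and enzyme-free wells | Benchmarks: High control without enzyme, low control DMSO plus TDP2 | Replicates: Singlicate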
Active calls of the source: *; i = inactive. No enrichment for hits. Share with any hit: about 4.2%.

Below each SMILES – DDE Tn7 FP inh	PLCg1 inh	ARFGAP1 inhibitor	LEDGF integ inh	Tn6 DDE FP	KLK7 zymogen act	ADAM17 inh	ASAP1 inh	ADAM10 inh	TDP2 inh
- CCCOc1cccc(-c2cc(C(=O)NNC(=S)NCC)c3ccccc3n2)c1
 : 2	-32	3	-5	7	0.3	-8	-1	-44	-1
- Cc1cc(NC(=O)c2cccnc2)ccc1Br
 : -1	2	-12	-7	-1	-0.2	-1	2	-4	5
- COC(=O)c1ccccc1NC(=O)C1CCCO1 (stereo unspecified)
 : 0	-1	-7	1	-1	0.5	-1	-7	-7	10
- COc1cccc(-c2cc(C(=O)NCc3ccco3)no2)c1
 : 2	-2	12	-3	-6	-0.1	-3	10	-3	7
- CCOc1ccc(-n2c(SCc3ccc(C#N)cc3)nnc2-c2cccnc2)cc1
 : -1	2	4	-2	-4	0.6	3	5	-13	-19
- C=CCOC(=O)C1=C(C)NC(C)=C(C(=O)OCC=C)C1c1ccc(O)cc1
 : -3	-80	-9	0	-9	0.5	-35	4	-97	3
- C=CCNC(=S)N(C)[C@H]1C[C@H]2c3[nH]c4c(-c5ccccc5)cccc4c3CCN2C(=O)[C@H]1[C@H](C)O
 : -2	-31	-3	1	11	-5.4	-29	5	-108	1
- COc1cccc(NC(=S)N2CCC(C(=O)c3ccc(F)cc3)CC2)c1
 : 3	2	0	0	7	-0.2	-1	2	0	-5
- COc1cc(OC)cc(-c2cc3nc(C)c(CCC(=O)O)c(=O)n3[nH]2)c1
 : 3	-18	-6	-4	1	-43	-19	1	-69	-9
- COc1ccc(Nc2ncnc3c2cnn3Cc2ccccc2)cc1
 : 7	-7	8	-1	5	-0.2	-2	5	0	0
- Cc1ccc(/C=C/C(=O)NCCc2c[nH]c3ccccc23)o1
 : -2	2	10	-2	-1	0.4	3	-9	11	-9
- O=C(COC(=O)c1ccc(CO)cc1)NCc1cccs1
 : -1	4	-2	2	-6	0.1	0	5	3	3
- COC(=O)C1=C(C)N(C)C(=NCc2ccccc2C(F)(F)F)NC1c1ccc(F)cc1 (stereo unspecified)
 : -2	-1	-5	1	-1	0.6	-6	6	-3	3
- COc1ccc(-c2noc(-c3ccccc3C(=O)N3CCOCC3)n2)cc1
 : 1	1	4	3	2	-0.1	-2	9	-6	-4
- C=CCc1ccccc1OCCOc1ccc([N+](=O)[O-])cc1/C=N/NC(N)=O
 : -7	0	-3	2	-7	-0.4	-2	5	4	4
- CCOc1ccc(OCC(O)CNC2CCN(Cc3ccccc3)CC2)cc1 (stereo unspecified)
 : 3	-2	6	-6	-2	0.4	-1	-9	-7	-2
- Cc1ccccc1CCN(CC(=O)NC1CCCCC1)C(=O)c1csnn1
 : 6	-2	-1	-3	1	-0.7	-7	-4	-8	-2
- CCOP(=O)(OCC)C(Nc1ccccc1)c1ccc2c(c1)OCO2 (stereo unspecified)
 : -4	2	2	4	0	-0.6	2	0	6	7
- CCCCNC(=O)C[C@H]1C[C@@]2(C(=O)OC)C(=C[C@H](COCc3ccccc3)O[C@@H]2C)N(CCC2=CCCCC2)C1=O
 : 2	1	3	-3	-4	-0.1	6	12	2	-2
- COc1ccccc1CNC(=O)c1ccccc1NC(=O)C1=C(C)OCCS1
 : -1	4	9	-1	-1	0.4	1	2	5	-9
- O=C(CN1CCOCC1)N1CCN(c2nnc(-c3ccccc3)c3ccccc23)CC1
 : -2	-3	-9	-6	7	0.6	3	4	0	-4
- COCC(C)N=C1NN=C(c2ccc(NC(C)=O)cc2)CS1 (stereo unspecified)
 : 5	-6	17	0	-7	-0.3	-15	-9	-25	10
- Cc1ccc(/C=C/C(=O)N2CCCC(C(N)=O)C2)o1 (stereo unspecified)
 : 2	1	-6	5	0	0.2	-8	3	-8	-7
- Clc1ccsc1-c1ccnc(-n2cccc2)n1
 : 3	-201	-7	5	5	-5.0	-74	-10	-194	-21
- C[C@@H]1CN([C@H](C)CO)C(=O)c2cc(Br)cnc2O[C@@H]1CN(C)C(=O)Nc1cccc(F)c1
 : -3	2	-10	3	-1	-0.6	-1	5	-1	0
- C=CCSc1nc(O)c(C2OC(=O)c3c2ccc(OC)c3OC)c(=O)n1-c1ccccc1 (stereo unspecified)
 : 2	6	1	8	-2	0.0	7	-5	6	-8
- COc1ccc2c(c1)C(CC(C)=O)N(c1ccc(-c3cccnc3)cc1)C(c1ccsc1)=C2 (stereo unspecified)
 : 1	-129	5	1	-1	-3.6	-48	2	-179	-6
- C/C(=N\NC(=O)C1CC1c1ccccc1)c1cccs1 (stereo unspecified)
 : 2	-1	3	2	-2	-0.5	-1	2	7	-9
- Cc1cc(=O)oc(C)c1C(=O)NCCc1ccc(F)cc1
 : -2	0	7	0	11	0.1	-4	-3	-2	-8
- Cc1oc2cc3oc(=O)c(CCC(=O)NCCCN4CCCC4=O)c(C)c3cc2c1C
 : -2	-389	-4	5	1	12	-149	5	i	2

Nine of these compounds, reformatted.
DDE Tn7 FP inh	PLCg1 inh	ARFGAP1 inhibitor	LEDGF integ inh	Tn6 DDE FP	KLK7 zymogen act	ADAM17 inh	ASAP1 inh	ADAM10 inh	TDP2 inh	SMILES
2	-32	3	-5	7	0.3	-8	-1	-44	-1	CCCOc1cccc(-c2cc(C(=O)NNC(=S)NCC)c3ccccc3n2)c1
-1	2	-12	-7	-1	-0.2	-1	2	-4	5	Cc1cc(NC(=O)c2cccnc2)ccc1Br
0	-1	-7	1	-1	0.5	-1	-7	-7	10	COC(=O)c1ccccc1NC(=O)C1CCCO1 (stereo unspecified)
2	-2	12	-3	-6	-0.1	-3	10	-3	7	COc1cccc(-c2cc(C(=O)NCc3ccco3)no2)c1
-1	2	4	-2	-4	0.6	3	5	-13	-19	CCOc1ccc(-n2c(SCc3ccc(C#N)cc3)nnc2-c2cccnc2)cc1
-3	-80	-9	0	-9	0.5	-35	4	-97	3	C=CCOC(=O)C1=C(C)NC(C)=C(C(=O)OCC=C)C1c1ccc(O)cc1
-2	-31	-3	1	11	-5.4	-29	5	-108	1	C=CCNC(=S)N(C)[C@H]1C[C@H]2c3[nH]c4c(-c5ccccc5)cccc4c3CCN2C(=O)[C@H]1[C@H](C)O
3	2	0	0	7	-0.2	-1	2	0	-5	COc1cccc(NC(=S)N2CCC(C(=O)c3ccc(F)cc3)CC2)c1
3	-18	-6	-4	1	-43	-19	1	-69	-9	COc1cc(OC)cc(-c2cc3nc(C)c(CCC(=O)O)c(=O)n3[nH]2)c1

Next part:
Below each SMILES – DDE Tn7 FP inh	PLCg1 inh	ARFGAP1 inhibitor	LEDGF integ inh	Tn6 DDE FP	KLK7 zymogen act	ADAM17 inh	ASAP1 inh	ADAM10 inh	TDP2 inh
- O=C(COC(=O)c1cc[n+]([O-])cc1)Nc1ccccc1Sc1ccccc1
 : -7	1	-4	1	6	0.5	0	2	-2	0
- CCCS(=O)(=O)NC(=O)C1(C)CCCN(C(=O)CSc2ccccc2)C1 (stereo unspecified)
 : 4	0	4	-1	4	0.5	-4	5	-7	-5
- CCCCNC(=O)NNC(=O)C1CC1(c1ccccc1)c1ccccc1 (stereo unspecified)
 : 4	5	-3	0	3	-0.5	1	-18	3	-13
- O=C(NC1CCCC1)C1c2ccccc2C(=O)N1C1CCCCC1 (stereo unspecified)
 : 0	4	4	5	6	0.0	0	-3	5	-2
- CC(C)(C)OC(=O)C[C@@H]1C/C=C\C[C@@H](CC(=O)N(CCO)Cc2ccccc2)C(=O)NC[C@@H](c2ccccc2)OC1=O
 : -6	3	-1	1	4	-0.3	-1	2	3	3
- CC1=NN(C(C#N)c2ccccc2C)C(c2ccccc2)C1 (stereo unspecified)
 : 7	0	10	1	-8	-0.5	-8	1	0	-6
- Cc1nc2ccccn2c1C(=O)N/N=C/c1cc(C)n(-c2ccc(Cl)cc2)c1C
 : -9	-17	5	1	-8	-0.2	-4	1	-8	2
- CC(C)(C)c1cc[n+](/C(C(=S)Nc2ccccc2F)=C(/[O-])c2ccc3c(c2)OCCO3)cc1
 : 5	-6	3	-2	-10	-1.6	-6	6	-3	8
- CCOC(=O)C1=C(C)N(C)C(=S)NC1c1cccc(Cl)c1Cl (stereo unspecified)
 : 4	-1	0	-3	-2	0.5	0	2	-6	0
- CCOc1ccccc1C(O)C1=CC(=O)c2ccccc2C1=O (stereo unspecified)
 : -11	3	-12	5	0	-0.4	5	9	-8	-10
- O=[N+]([O-])c1cc(S(=O)(=O)C(F)(F)F)ccc1NCC1CCCO1 (stereo unspecified)
 : 1	0	3	-4	1	-0.4	0	2	-10	-2
- Cc1cc(NC(=O)CCCC(=O)NCc2cccs2)no1
 : 1	1	0	5	11	-0.4	-4	8	3	11
- O=C(Nc1ncccc1O)c1ccc(Oc2ccccc2)cc1
 : 0	-1	4	-4	4	0.2	2	7	1	-2
- O=C(NCc1ccco1)c1cccc(S(=O)(=O)N2CCc3ccccc32)c1
 : -3	5	0	-5	3	0.0	8	9	3	-3
- C/C(=N\NC(=S)Nc1ccc(C)cc1)c1cc2ccccc2o1
 : 0	-6	25	1	-3	-2.4	0	4	-2	3
- CCn1cc(C(=O)O)c(=O)c2cc(F)c(N3CCN(S(=O)(=O)c4ccc5c(c4)OCCO5)CC3)cc21
 : 7	-2	5	-9	1	-0.7	-7	-21	-6	-3
